# Compound activity from PubChem BioAssay.
# All columns: NCI-60 one-dose screen, growth in % after 48 h at 10 µM unless noted; 100 = growth as untreated, 0 = no growth, -100 = all killed.
# OVCAR-3 = OVCAR-3 ovarian cancer | 79,000 compounds, 7% hits
# SF-539 = SF-539 CNS cancer; 81,000 compounds, 6.8% hits; AID 1794752
# SNB-19 = SNB-19 CNS cancer cells; 81,000 compounds, 2.5% hits
# PC-3 = PC-3 prostate cancer cells | 80,000 compounds, 3.9% hits
# U251 = U251 CNS tumor cells; 80,000 compounds, 5.4% hits; AID 1794753
# DU-145 = DU-145 prostate cancer | 81,000 compounds, 4.2% hits | AID 1794760
# SF-268 = SF-268 CNS cancer cells. 82,000 compounds, 3.1% hits. AID 1794759
# OVCAR-8 = OVCAR-8 ovarian cancer; 81,000 compounds, 4.4% hits
# SF-295 = SF-295 CNS cancer cells; 79,000 compounds, 5.6% hits
# * marks the source's active call; other numbers are inactive results; . = not tested or not shown. Rule for the calls: active = growth percent below 10; inactive = the rest.
SMILES,OVCAR-3,SF-539,SNB-19,PC-3,U251,DU-145,SF-268,OVCAR-8,SF-295
Cc1cccc(N2CCN(C3=NC(=O)/C(=C\c4cn[nH]c4-c4ccccc4)S3)CC2)c1,102,97,93,81,101,93,103,75,95
ClC1(Cl)CC1c1ccccc1 (configuration not stated),106,103,98,95,112,113,94,112,99
CC(=O)Nc1ccc(S(=O)(=O)c2ccnc3cc(Cl)ccc23)cc1,76,99,102,96,.,54,83,73,97
CCOC(=O)Cn1c(-c2ccc(C)cc2)nc2cc3nc4ccccc4nc3cc21,105,103,97,96,92,103,101,104,97
C/C(=N/O)c1ccc(NC(=O)CSc2nnc(-c3cc(-c4ccc(Cl)cc4)nc4ccccc34)o2)cc1,100,98,107,96,94,105,90,104,94
C#C[C@]1(O)CC[C@H]2[C@@H]3CC=C4c5sc(-c6cccc(F)c6)nc5CC[C@]4(C)[C@H]3CC[C@@]21C,102,67,87,69,75,99,86,97,62
C=CC(=O)N[C@@H](/C=C/C(=O)OCC)Cc1ccc(-c2cc(F)cc(Cl)c2)cc1,90,98,82,71,83,93,86,88,92
COC(=O)c1ccc(CSc2nnc(-c3ccncc3)o2)cc1,112,99,110,88,104,114,101,101,109
CCOC(=O)C1=C(C)N=C2Sc3ccccc3N2C1c1cn(-c2ccccc2)nc1-c1ccc(F)cc1 (configuration not stated),88,96,83,52,66,100,85,85,92
CCc1cccc2c3c(sc12)C(c1ccc(Cl)cc1)c1c(nc(CC(=O)Nc2ccccc2)[nH]c1=O)O3 (configuration not stated),50,66,76,41,81,97,76,101,63
CCOc1cccc(/C=C2\NC(=S)N(c3ccccc3)C2=O)c1O,96,85,99,87,99,111,101,90,101
O=[N+]([O-])c1ccc2c(c1)Cc1cc(Br)ccc1-2,114,110,104,111,107,106,101,107,113
CCCCCCCCCCCCCCCC(=O)OCc1cc(=O)c(O)co1,98,103,108,111,102,103,96,101,71
N#CC(C#N)=Cc1c(-c2ccccc2)[nH]c2ccccc12,-28*,-12*,38,9.4*,32,16,45,32,32
CN(C)C(=O)c1cc(-c2ccc3ncnc(N4CCc5cc(F)c(Cl)cc54)c3c2)cnc1N,-58*,-73*,-20*,0.6*,-56*,23,24,-8.6*,-73*
CCCCN1C(=O)CC2CCOC21C (configuration not stated),108,101,107,98,105,118,107,110,82
CN(C)CCC=C1c2ccccc2CCc2ccccc21,99,84,99,64,81,93,85,86,82
O=C(O)CNC(=O)Nc1ccccc1Cl,101,114,114,.,110,111,103,100,103
COc1ncnc2c(-c3ccco3)cn(COCc3ccccc3)c12,77,91,86,37,68,88,86,56,79
COc1ccccc1C1CC(c2ccccc2)=NN1C(=O)c1ccc(S(C)(=O)=O)cc1 (configuration not stated),94,102,108,94,105,100,99,96,97
CCC1=C(NCc2ccccc2)COC1=O,139,99,108,101,101,106,105,97,99
CSc1nc(C)cc(=O)[nH]1,97,95,106,99,108,101,95,107,99
CCCCCCCCn1ncc2c(N[C@H](C)c3ccccc3)ncnc21,111,95,98,101,104,104,99,97,95
CCCCN(CCCC)CCCOc1ccccc1Cc1ccccc1,62,76,79,41,52,54,69,82,64
O=C(OC[C@@H]1CO1)c1cccc2c(=O)c3ccccc3[nH]c12,-26*,-39*,-7.9*,-21*,-16*,-21*,-31*,-56*,-8.9*
COC(=O)C1CN(S(=O)(=O)/N=C2\NC(=O)NC2=C(Cl)Cl)C1,116,101,100,99,105,116,103,100,104
COc1cc2c(=O)n3c4c(cccc4c2cc1OC)CC3,120,106,88,.,96,113,105,111,97
CN1CCCC(NC(c2ccccc2)c2ccccc2)C1 (configuration not stated),104,102,99,97,97,106,100,103,107
CCCCCCCCN(CCCCCCCC)CC(O)c1ccc(I)cc1 (configuration not stated),103,93,94,106,79,112,97,92,106
CCn1c(-c2ccc3nc(-c4ccc(Cl)cc4)[nH]c3c2)n[nH]c1=S,107,96,104,99,108,104,99,104,99

# 3 entries already listed, ordered by molar mass, high to low.
SMILES,OVCAR-3,SF-539,SNB-19,PC-3,U251,DU-145,SF-268,OVCAR-8,SF-295
CCn1c(-c2ccc3nc(-c4ccc(Cl)cc4)[nH]c3c2)n[nH]c1=S,107,96,104,99,108,104,99,104,99
CCCCN(CCCC)CCCOc1ccccc1Cc1ccccc1,62,76,79,41,52,54,69,82,64
CCC1=C(NCc2ccccc2)COC1=O,139,99,108,101,101,106,105,97,99

# More structures follow:
SMILES,OVCAR-3,SF-539,SNB-19,PC-3,U251,DU-145,SF-268,OVCAR-8,SF-295
O=C1c2ccccc2C23C(=C(c4cncnc4)c4cc(C(F)(F)F)ccc42)CCCN13 (configuration not stated),.,103,91,89,96,106,94,101,97
CCCCCCNc1nc(NCCCCCC)c2[nH]c(NCCCCCC)nc2n1,26,83,90,19,-33*,85,53,57,70
Cc1ccc(S(=O)(=O)NC2(C(=O)O)CCCC2)cc1,120,101,102,103,104,118,106,104,116
COc1ccc(C(=O)/C=C/c2ccc(/C=C/c3ccc(F)cc3)cc2)cc1,112,108,100,106,100,109,113,106,95
O=c1c2ccccc2nc(COc2ccccc2)n1/N=C/C=C/c1ccccc1,103,100,83,90,98,104,97,100,102
O=S(=O)(NCCCNc1nccc(-c2[nH]c(-c3ccccc3)nc2-c2ccc(F)c(O)c2)n1)c1ccc(C(F)(F)F)cc1,34,31,43,41,34,80,54,70,31
O=C1CCC(Nc2cccc3ccccc23)N1 (configuration not stated),101,101,105,101,97,100,91,98,109
N#CCSc1nnc2n(Cc3ccccc3)c(=O)c3c4c(sc3n12)CCCC4,98,104,104,95,101,107,98,95,102
NC1=CNNc2c3ncnc-3ncn21,114,104,107,106,107,115,105,107,103
COc1ccc(-c2nnc(-c3c(-c4ccccc4)nc4ncccn34)o2)cc1OC,108,94,100,98,101,109,.,99,101
CCCCN(CCCC)CCC(=O)c1ccc(Cl)c2ccccc12,111,104,106,88,97,104,90,102,103
O=[N+]([O-])c1ccc(Nc2nc(NCCN3CCOCC3)ncc2[N+](=O)[O-])cc1,102,94,84,.,89,92,94,99,99
O=C(CCl)NCc1ccc(Cl)cc1,104,102,88,85,76,109,102,87,88
COc1ccc(/C(C)=N\N)cc1,100,103,109,99,57,103,99,108,64
C/C(=N\N=C(/C)C1CC(CC(=O)O)C1(C)C)C1CC(CC(=O)O)C1(C)C (configuration not stated),126,120,110,103,116,115,111,109,113
NS(=O)(=O)c1cccc(Nc2nc(SCC(=O)c3ccc(-c4ccccc4)cc3)nc3ccccc23)c1,125,106,106,87,111,97,113,105,96
COc1ccc(C(=O)/C=C/c2ccccc2)cc1S(=O)(=O)Nc1c(N)nc(SC)[nH]c1=O,86,76,57,78,35,89,79,71,95
COc1cc(/C=C/C(=O)CC(=O)/C=C/c2cc(Br)c(OC)c(OC)c2)cc(Br)c1OC,102,102,100,105,105,108,104,102,102
C=CCn1c(SCC(=O)Nc2ccc(C(=O)/C=C/c3ccc(Cl)cc3)cc2)nnc1-c1ccc(OC)cc1,89,75,81,66,73,99,74,50,73
Cn1nc(N)c2ncc(-c3ccc(Cl)cc3)nc21,100,89,76,93,89,105,.,90,116
COC(=O)c1cccc(NC2=C(Cl)C(=O)c3nc(C)ccc3C2=O)c1,4.2*,111,92,85,106,105,100,77,107
COc1cc(-c2nc(SC(C)C)n(C(C)C)c(=O)c2C#N)ccc1OCc1ccccc1,.,65,84,73,33,99,86,77,80
Nc1nc(N)c2ccccc2n1,100,102,96,93,95,117,95,105,97
O=C(Nc1ccc(Cl)c(Cl)c1)Nc1ncccc1OCc1ccc(F)cc1,109,108,112,83,95,102,103,99,113
COc1cc(C)ccc1Oc1nc(Nc2ccc(N3CCOCC3)cc2)ncc1NC(=O)Nc1c(Cl)cccc1Cl,107,82,108,97,107,85,90,106,108
O=C(/C=C1\C=CN(CCN2CCOCC2)c2ccccc21)n1ccc2ccccc21,103,95,106,94,100,111,103,102,107
c1ccc(Sc2ncccn2)nc1,102,96,90,98,104,109,104,100,109
CCOC(=O)C(Cc1ccc(C)cc1)(NC=O)C(=O)OCC,101,102,102,88,90,106,101,96,98
CN1CCN(Cc2ccc(NC(=O)c3cncc(C#Cc4cnc5ccc(O[C@H]6CCOC6)nn45)c3)cc2C(F)(F)F)CC1,.,-92*,-69*,-9.0*,-85*,-79*,-64*,-73*,-82*
O=C1CSC(=Nc2ccccc2F)N1,107,103,104,100,107,108,93,103,103
O=C1/C(=C/c2ccccn2)SC(=S)N1N1CCOCC1,100,105,101,95,98,104,99,99,96
NCC(=O)Nc1ccc(O)c(C(=O)O)c1,109,99,104,91,102,109,107,99,102
CCOC(=O)C(CS(N)(=O)=O)NC(=O)OCc1ccccc1 (configuration not stated),107,100,100,91,97,102,102,99,95
CCc1nnc(NC(=O)c2cc(-c3cc(Cl)ccc3Cl)oc2C)s1,.,54,54,73,44,78,62,20,50
COc1ccc(C2=NN(C(=O)c3cc(-c4ccccc4)nc4ccccc34)C(c3cc(-c4ccccc4)nn3-c3ccccc3)C2)cc1OC (configuration not stated),89,103,84,77,73,77,76,96,73
C=C(C)[C@@H]1CC[C@]2(C(=O)N3CCN(C)CC3)CC[C@]3(C)[C@H](CC[C@@H]4[C@@]5(C)CC[C@H](OC(=O)c6cccnc6)C(C)(C)[C@@H]5CC[C@]43C)[C@@H]12,104,97,100,92,101,93,99,102,106
CN1CCN(Cc2ccc(NC(=O)c3nc4ccc5[nH]ncc5c4c4c3CCC4)cc2C(F)(F)F)CC1,-91*,-96*,-77*,-65*,-94*,-90*,98,-54*,100
COc1ccc(-c2cs/c(=N\N=C\c3ccc(F)cc3)n2C)cc1,82,92,87,64,77,87,90,91,86
CCN1C(=O)N(c2ccccc2)C2NC(=S)N(/N=C/C=C/c3ccccc3OC)C21 (configuration not stated),4.3*,-13*,33,29,16,5.5*,47,9.5*,14

# Part of the list above in order of molecular weight, rising.
SMILES,OVCAR-3,SF-539,SNB-19,PC-3,U251,DU-145,SF-268,OVCAR-8,SF-295
Nc1nc(N)c2ccccc2n1,100,102,96,93,95,117,95,105,97
NCC(=O)Nc1ccc(O)c(C(=O)O)c1,109,99,104,91,102,109,107,99,102
CCC1=C(NCc2ccccc2)COC1=O,139,99,108,101,101,106,105,97,99
COc1cc2c(=O)n3c4c(cccc4c2cc1OC)CC3,120,106,88,.,96,113,105,111,97
Cc1ccc(S(=O)(=O)NC2(C(=O)O)CCCC2)cc1,120,101,102,103,104,118,106,104,116
O=[N+]([O-])c1ccc2c(c1)Cc1cc(Br)ccc1-2,114,110,104,111,107,106,101,107,113
O=C(OC[C@@H]1CO1)c1cccc2c(=O)c3ccccc3[nH]c12,-26*,-39*,-7.9*,-21*,-16*,-21*,-31*,-56*,-8.9*
CCOC(=O)C(Cc1ccc(C)cc1)(NC=O)C(=O)OCC,101,102,102,88,90,106,101,96,98
CCOc1cccc(/C=C2\NC(=S)N(c3ccccc3)C2=O)c1O,96,85,99,87,99,111,101,90,101
CCn1c(-c2ccc3nc(-c4ccc(Cl)cc4)[nH]c3c2)n[nH]c1=S,107,96,104,99,108,104,99,104,99
COc1ccc(C(=O)/C=C/c2ccc(/C=C/c3ccc(F)cc3)cc2)cc1,112,108,100,106,100,109,113,106,95
CC(=O)Nc1ccc(S(=O)(=O)c2ccnc3cc(Cl)ccc23)cc1,76,99,102,96,.,54,83,73,97
C/C(=N\N=C(/C)C1CC(CC(=O)O)C1(C)C)C1CC(CC(=O)O)C1(C)C (configuration not stated),126,120,110,103,116,115,111,109,113
O=c1c2ccccc2nc(COc2ccccc2)n1/N=C/C=C/c1ccccc1,103,100,83,90,98,104,97,100,102
O=C1c2ccccc2C23C(=C(c4cncnc4)c4cc(C(F)(F)F)ccc42)CCCN13 (configuration not stated),.,103,91,89,96,106,94,101,97
Cc1cccc(N2CCN(C3=NC(=O)/C(=C\c4cn[nH]c4-c4ccccc4)S3)CC2)c1,102,97,93,81,101,93,103,75,95
C#C[C@]1(O)CC[C@H]2[C@@H]3CC=C4c5sc(-c6cccc(F)c6)nc5CC[C@]4(C)[C@H]3CC[C@@]21C,102,67,87,69,75,99,86,97,62
CN(C)C(=O)c1cc(-c2ccc3ncnc(N4CCc5cc(F)c(Cl)cc54)c3c2)cnc1N,-58*,-73*,-20*,0.6*,-56*,23,24,-8.6*,-73*
CCCCCCCCN(CCCCCCCC)CC(O)c1ccc(I)cc1 (configuration not stated),103,93,94,106,79,112,97,92,106
CN1CCN(Cc2ccc(NC(=O)c3nc4ccc5[nH]ncc5c4c4c3CCC4)cc2C(F)(F)F)CC1,-91*,-96*,-77*,-65*,-94*,-90*,98,-54*,100
NS(=O)(=O)c1cccc(Nc2nc(SCC(=O)c3ccc(-c4ccccc4)cc3)nc3ccccc23)c1,125,106,106,87,111,97,113,105,96
C/C(=N/O)c1ccc(NC(=O)CSc2nnc(-c3cc(-c4ccc(Cl)cc4)nc4ccccc34)o2)cc1,100,98,107,96,94,105,90,104,94
C=C(C)[C@@H]1CC[C@]2(C(=O)N3CCN(C)CC3)CC[C@]3(C)[C@H](CC[C@@H]4[C@@]5(C)CC[C@H](OC(=O)c6cccnc6)C(C)(C)[C@@H]5CC[C@]43C)[C@@H]12,104,97,100,92,101,93,99,102,106

# Compounds as they come; any-hit rate near 10%.
